mcGAS RapidFire – blocks mouse cGAS cGAMP production; Q8C6L5; recombinant mouse cGAS, cGAMP by RapidFire MS; inhibition, % at 12.5 µM; 0.18% of 130,000 active; AID 1259397;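 active = inhibition of cGAS enzyme activity at or above 60%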;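 also: enzyme stimulated by 45 bp dsDNA with ATP and GTP substrates; cGAMP share of summed cGAMP plus half ATP and half GTP signals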
Target sequence (Q8C6L5 whole entry, looked up): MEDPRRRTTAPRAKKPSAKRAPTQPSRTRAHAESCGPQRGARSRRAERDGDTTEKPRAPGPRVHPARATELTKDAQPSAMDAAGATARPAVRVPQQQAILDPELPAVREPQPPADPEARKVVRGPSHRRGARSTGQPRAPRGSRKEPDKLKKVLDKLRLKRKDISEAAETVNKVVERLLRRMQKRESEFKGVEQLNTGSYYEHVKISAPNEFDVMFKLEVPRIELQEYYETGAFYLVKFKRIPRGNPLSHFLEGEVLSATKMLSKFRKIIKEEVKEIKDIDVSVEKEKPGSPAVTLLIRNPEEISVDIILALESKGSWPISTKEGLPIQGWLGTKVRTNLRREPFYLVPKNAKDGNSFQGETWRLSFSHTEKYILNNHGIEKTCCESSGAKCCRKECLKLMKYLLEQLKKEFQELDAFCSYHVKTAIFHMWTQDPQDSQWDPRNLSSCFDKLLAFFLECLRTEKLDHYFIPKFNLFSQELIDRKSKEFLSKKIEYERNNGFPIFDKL
* hit, by the source's call; & = joins results of further samples.

SMILES,mcGAS RapidFire
O=C(CCC1CCCC1)NCC1COc2ccccc2O1 (centres undefined),6
COCC1CCN(c2nc3nonc3nc2NC2CCCC2)C1 (centres undefined),-5
Cc1c(C(=O)NCc2ccc(F)cc2)sc(=O)n1CC(=O)c1ccccc1F,-7
CN(CCc1ccccc1)C(=O)c1cccc2c3c([nH]c12)CCCC3,15
CC1(c2ccccc2)NC(=O)N(NC(=O)c2cccc(OCc3ccccc3)c2)C1=O (centres undefined),-4
CN(Cc1nc2ccccc2s1)C(=O)c1ccc2ccccc2c1,-2
CC(C)(C)c1csc(NC(=O)c2ccc(Cl)s2)n1,-2
CSc1ncc(CN2CCC3(CCCN(Cc4ccc(F)cc4)C3)C2)cn1 (centres undefined),-7
Cc1cc(Cl)cc(Br)c1OCCON1C(=O)CCC1=O,0
CC(C)C(=O)Nc1ccc(C(=O)NNC(=S)NC(=O)c2ccc(-c3ccccc3)cc2)cc1,-9
COc1ccc(Cl)cc1NC(=O)Nc1ccc2c(c1)C(=O)N(C)CCO2,-7
COc1ccc(C(C2Sc3nc(C)nn3C2=O)N2CCC(O)CC2)cc1 (centres undefined),-8
COc1cccc(C(=O)NCCNc2ccc(Nc3cc(C)ccn3)nn2)c1OC,-8
Cc1c(C(=O)NCc2ccc(C(C)C)cc2)sc(=O)n1Cc1ccc(C(=O)N(C)C)cc1,-4
N#Cc1ccc(Oc2ncccc2[N+](=O)[O-])c(Cl)c1,-7
Cc1csc(NC(=O)C=Cc2ccc3c(c2)OCO3)n1,-8
CC(C(=O)Nc1nccs1)n1cc([N+](=O)[O-])cn1 (centres undefined),-11
O=S(=O)(Nc1nc2ccccc2nc1N1CCCC1)c1ccc2c(c1)OCCO2,-9
CN(C)c1nc(N)nc(/C(C#N)=C/C2=Cc3cc(Cl)ccc3OC2)n1,5
O=C(c1cn[nH]n1)N1CCC(Oc2ncccn2)CC1,-14
Cc1oncc1C(=O)NC1CCN(C(=O)c2cc(Cl)c3c(c2)OCO3)CC1,-1
O=C(c1cc(COc2ccc(-n3cncn3)cc2)on1)N1CCC(c2ccncc2)CC1,-2&2
O=C(CCc1ccccc1Cl)c1ccccc1,-16
O=C(COc1cccc(Br)c1)Nc1ccc2c(c1)OCO2,0
Cc1nc(CCC(=O)NC2(C#N)CCSC2)oc1-c1ccccc1 (centres undefined),-4
CN(Cc1cc(-c2ccncc2)no1)C(=O)C1CCC(=O)N(C2CC2)C1 (centres undefined),-4
Cn1c(=O)c2c(ncn2CC(=O)OCC(=O)N(CCC#N)CCC#N)n(C)c1=O,-7
Cc1cccc(N=Cc2c(O)c3ccccc3oc2=O)n1,-5
Cc1nc(N2CCCC(N)CC2)c2ccsc2n1 (centres undefined),20
CCOC(=O)C1(C)CCCCCN1C(=O)c1ccc(OC)c(C(F)(F)F)c1 (centres undefined),2
O=C(c1cn[nH]n1)N1CCCC1c1nc2ccc(F)cc2[nH]1 (centres undefined),-21
CC1CCCN(c2nc3ccccc3nc2NS(=O)(=O)c2ccccc2)C1 (centres undefined),-14
CN(CCn1ccc2ccccc21)C(=O)C1CCOCC1,-22
COc1cc(Cl)c(NS(=O)(=O)c2ccc(CNC(C)=O)cc2)cc1OC,-6
Cc1nc(C)c(CNC(=O)N2CCC[C@@H]2CO)s1,4
C#CCNC(=O)N1CCN(S(=O)(=O)c2ccc(OC)c(OC)c2)CC1,-28
O=C(CCSc1ccc2c(c1)OCCO2)N1CCCn2cncc2C1,-34
CCn1ccnc1CN1CCC(CCC(=O)Nc2ccc(OC)cc2OC)CC1,-9
c1cnc(-c2nc(CNCc3ccc(N4CCSCC4)cc3)cs2)nc1,-4
CN(CCS(=O)(=O)N1CCCC1)S(=O)(=O)c1cccs1,-1
CC1CCCCC1NC(=O)CN(Cc1cccs1)C1CC1 (centres undefined),4
CC(C(N)=O)N1CCN(c2cc(C(F)(F)F)nc3ncnn23)CC1 (centres undefined),-3
CCOC(=O)CNC(=O)N1CCCC(Nc2cccc(F)c2)C1 (centres undefined),-5
CCn1c(CC2CCN(c3ccnc4ccccc34)CC2)nn(C)c1=O,-17
CS(=O)(=O)c1ccc(C(O)[C@H](CF)NC(=O)C(Cl)Cl)cc1 (some centres undefined),-2

Quoted at random: two records from the list
SMILES,mcGAS RapidFire
CC1CCCN(c2nc3ccccc3nc2NS(=O)(=O)c2ccccc2)C1 (centres undefined),-14
CS(=O)(=O)c1ccc(C(O)[C@H](CF)NC(=O)C(Cl)Cl)cc1 (some centres undefined),-2

Next section:
SMILES,mcGAS RapidFire
COc1cccc(-c2ccccc2NC(=O)C2CCN(Cc3cnc(N(C)C)s3)CC2)c1,0
COc1ccccc1OCC(=O)OCc1cc(-c2ccccc2)on1,-6
CCOC(=O)/C(=N/Nc1cccc(C(F)(F)F)c1)c1csc(N)n1,-36
Cc1cc(C(C)NC(=O)NCC(=O)N(C)CC(F)(F)F)c(C)o1 (centres undefined),-11
Cc1nc(SCC(=O)NN2C(=O)NC3(CCC(C)CC3)C2=O)c2c(C)c(C)sc2n1 (centres undefined),-4
Cc1nn(C)cc1CNC(=O)c1coc(COc2cccc3cccnc23)n1,-9
Cc1cc(C(=O)NC(C)C2CC2)c(C)n1Cc1cccs1 (centres undefined),-10
CCCc1[nH]n(-c2ccc([N+](=O)[O-])cc2)c(=O)c1C=NCCN1CCN(C(C)=O)CC1,2
Cc1sc(N2CCOCC2)nc1-c1ccc2c(c1)NC(=O)CO2,19
O=C(Cn1cnnn1)NC1CCCOc2c1ccc(Cl)c2Cl (centres undefined),1
c1ccc2c(c1)CCC(NCc1ccccc1OCC1CC1)C2 (centres undefined),-3
COCc1cc(CNC(=O)c2ccc3c(c2)nnn3C)[nH]n1,-7
O=C1CN(C(=O)c2ccccc2)C(=S)N1,-7
COc1ccccc1N1C(=O)c2ccccc2NC1c1cccc(C)n1 (centres undefined),-8
O=C1NC(=O)C2(CCCCc3ccccc32)N1 (centres undefined),-16
C=Cc1ccc(-c2csc(N)n2)cc1,-33
CN(C)c1ccccc1-c1cc(C(=O)O)cc(S(=O)(=O)NC2CC2)c1,-3
COC(=O)c1ccc(NC(=O)CCN2CC(N3CCCCC3C)C2)cc1 (centres undefined),-27
CN(c1ccccc1)N1C(=O)c2ccccc2NC12CCN(C(=O)C1CCCO1)CC2 (centres undefined),19
CC1CCN(c2ccc(C(=O)NCC(=O)Nc3cn[nH]c3)cn2)CC1,9
COCCNC(=O)C1(C)CCN1C(=O)C/C=C/c1ccccc1 (centres undefined),-17
CN1OC(C)(CC(=O)NCc2ccc(N(C)C)cc2)N=C1c1ccccc1 (centres undefined),-6
O=C(O)c1cncc(-c2cccc(-c3ccn[nH]3)c2)c1,-9
Cc1ccc(F)c(NC(=O)CCC(=O)NCC2(CO)CCOCC2)c1,-8
COc1ccc(C=C2N=C(c3ccccc3OC(F)F)OC2=O)cc1OC(F)F,-5
O=C1CCCN1CCn1ccnc1-c1ccncc1,-19
Oc1ccc(-c2csc(Cc3ccccc3)n2)cc1O,0
CC(C)(O)C#Cc1ccc(CN2CCC(NS(C)(=O)=O)CC2)cc1,-16
COc1ccc2nc(CCN(C)C(=O)CC3COCCN3)[nH]c2c1 (centres undefined),-9
C#CCOC(=O)c1ccc(-n2nc(C)c([N+](=O)[O-])c2C)cc1,-6

Individual results from the list.
For mcGAS RapidFire, CCn1ccnc1CN1CCC(CCC(=O)Nc2ccc(OC)cc2OC)CC1 has -9
For mcGAS RapidFire, c1ccc2c(c1)CCC(NCc1ccccc1OCC1CC1)C2 (centres undefined) has -3

Other results follow:
SMILES,mcGAS RapidFire
Cc1[nH]cnc1-c1nccn1CCc1c[nH]c2ccccc12,-25
COC(=O)C1=C(C)N(C)C(=O)NC1c1ccc(Br)cc1 (centres undefined),-6
CC(=O)CSc1ncnc2sc3c(c12)CCCC3,-42
C=CCOn1c(=O)c(-c2ccc(OC)c(OC)c2)[n+]([O-])c2ccccc21,-4
COc1ccc(NC2CCCN(C(=O)CN3C(=O)CNC3=O)C2)cc1 (centres undefined),-13
CCOCCn1c(N2CCN(Cc3c(F)cccc3Cl)CC2)nc2c1c(=O)[nH]c(=O)n2C,-5
CN1CCc2c(sc(N)c2-c2nc3ccccc3s2)C1,-14
O=S(=O)(Nc1ccc(C(F)(F)F)cc1)c1cccc(Cl)c1,0
CS(=O)(=O)c1cccc(C(=O)Nc2ccccc2F)c1,-12
CCC#CCN1CCc2c(cnn2-c2ccccn2)C1,-8
Cc1ccc(S(=O)(=O)N2CCCCC2)cc1-n1c(C)ccc1C,-7
CC(=O)NC1=NC(=O)C(CC(=O)c2ccc(C)cc2)S1 (centres undefined),-3
O=S(=O)(NC1CCCC1)c1ccc(S(=O)(=O)N2CCN(c3ncccn3)CC2)cc1,-5
N#Cc1ccccc1NC(=O)Nc1c2ccccc2nc(=O)n1CCc1ccccc1,-14
Cc1c(S(=O)(=O)CCNC(=O)Nc2ccccc2C#N)c2ccccc2n1Cc1ccccc1,-12

A second format for 2 compounds above:
structure: COC(=O)c1ccc(NC(=O)CCN2CC(N3CCCCC3C)C2)cc1 (centres undefined)
  mcGAS RapidFire: -27
structure: CN(c1ccccc1)N1C(=O)c2ccccc2NC12CCN(C(=O)C1CCCO1)CC2 (centres undefined)
  mcGAS RapidFire: 19

Part of the list above in order of number of heavy atoms, highest first.
SMILES,mcGAS RapidFire
CCOCCn1c(N2CCN(Cc3c(F)cccc3Cl)CC2)nc2c1c(=O)[nH]c(=O)n2C,-5
O=S(=O)(NC1CCCC1)c1ccc(S(=O)(=O)N2CCN(c3ncccn3)CC2)cc1,-5
CS(=O)(=O)c1cccc(C(=O)Nc2ccccc2F)c1,-12

Other records
SMILES,mcGAS RapidFire
CC(C)c1nnc(SCC2CCCCO2)n1C (centres undefined),2
Cc1ncc(CO)c(CN(C)Cc2noc(C3CCC3)n2)c1O,-6
O=C(NCCC1CCCO1)c1cnc(-c2ccsc2)s1 (centres undefined),-4
COc1ccc(C2CC(c3ccc(Cl)cc3)=Nc3ncnn32)cc1 (centres undefined),3
COc1ccccc1CCNC(=O)COc1ccc(CCC(C)=O)cc1,4
O=C(O)C1CCN(S(=O)(=O)c2c(Cl)cccc2Cl)CC1,-7
FC(F)(F)c1nnc2ccc(I)nn12,-6
CCc1c(C(=O)NCC(C)(C)N2CCCC(C)C2)cnn1C(C)(C)C (centres undefined),-4
Cc1cc(C(=O)N2CCN(CC(=O)Nc3ccc(OC(F)(F)F)cc3)CC2)c(C)s1,1
O=C(O)COc1ccc(/C=C/c2nc(-c3ccccc3O)n[nH]2)cc1,-12
C/C(=N\NC(=O)CC1N=C(Cc2ccccc2)NNC1=O)c1cccnc1 (centres undefined),-7
CCc1nc(C)sc1CNC(=O)C1(COC)CCC1,-16
O=C(N=c1sccn1Cc1ccccc1)C1CCN(c2ccc(Cl)nn2)CC1,-6
CC(C)(C)c1ccc(CC(=O)N2CCC2(C)C(=O)NS(=O)(=O)c2cccc(C#N)c2)cc1 (centres undefined),-8
O=[N+]([O-])c1ccc(-n2cnnn2)cc1,-9
CCC1CN(c2nc(C)cc(C)n2)CCC(=O)N1Cc1ccccc1 (centres undefined),-5
O=C(C1CC1(c1ccccc1)c1ccccc1)N1CCCC1c1nnc2c(C(F)(F)F)cccn12 (centres undefined),-145
O=C(Nc1ccc2c(c1)CN(C(=O)CSc1ccccn1)CC2)C1CCCO1 (centres undefined),-6&0
O=c1c(-c2cc3ccccc3o2)[n+]([O-])c2ccccc2n1OCc1ccccn1,0
CCN(CC)c1ccc2cc(C(N)=O)c(=Nc3ccc(F)cc3)oc2c1,1
CCC(CC)c1cc(C(=O)NCc2csc(=O)[nH]2)on1,-2
CCOCCCn1c(=NC(C)=O)c(C#N)cc2c(=O)n3cccc(C)c3nc21,-9
CC(C)CN1CCOC(CNC(=O)CN2CC(C)C(=O)Nc3ccccc32)C1 (centres undefined),-3
COc1cc(N2CCCCC2)ccc1/C=C(/C#N)c1ccc(C(=O)O)cc1,2
Cc1c(C)n2c3c(=O)n(Cc4ccccc4Cl)c(=O)n(C)c3nc2n1CCN1CCOCC1,-14
Cc1ccc(F)c(S(=O)(=O)NC(=O)C2(C)CCN2C(=O)C2(c3ccc(Cl)cc3)CCC2)c1 (centres undefined),-12
O=C1CCCN=C(C2(c3ccc(F)cc3)CCC2)N1,-52
COc1ccc(CCN2CCCC(CN(C)Cc3cccc4cccnc34)C2)cc1 (centres undefined),-6
O[C@@H]1CN(C/C=C/c2ccco2)CC[C@H]1N1CCN(c2ccccn2)CC1,-11
COc1ccc(NC(=O)C=Cc2ccco2)c(OC)c1,-7
Cc1ccc(Cl)c(Nc2ccccc2C(=O)O)c1Cl,-11&-4&0
C(=C\c1ccccn1)/c1ccc(-n2ccnc2C2CC2)cc1,-6
Cc1noc(C)c1CNC(=O)c1ccc(N(C)c2ccccc2)nc1,1
O=C(Nc1cccc(-c2cc3ccccc3[nH]2)c1)C1CCCN(C(=O)c2ccccc2F)C1 (centres undefined),-3
c1ccc(C2CCC(NCc3cn[nH]c3-c3cccnc3)CC2)cc1 (centres undefined),-2
CCC(C)c1ccc(S(=O)(=O)N2CCN(C(=O)NC)CC2)cc1 (centres undefined),1
Cc1ccnc(NC(=O)C2CCN(Cn3c(=O)oc4ccccc43)CC2)c1,-6
CC1=Nc2cc(Cl)ccc2Oc2ccccc21,-1
Cc1ccn2cc(-c3ccc(NS(=O)(=O)c4cc(C)c(C)cc4C)cc3)nc2n1,-31
CC(C)(C)OC(=O)c1cccc(NC2Cc3ccccc3C2)c1,-11
COc1ncc(CN2CC[C@@H](c3ccc4ccccc4c3)[C@H](O)C2)cn1,-8

Screening data: PubChem BioAssay, Fisher Drug Discovery Resource Center

This is a subset (hit frequency here may not be typical).
